Screens deposited in PubChem by NMMLSC.
ABCG2 inh: ABCG2 efflux pump inhibitors, primary screen, multiplex with ABCB1, IgMXP3 cells, flow cytometry. AID 1325, 2008. 190,000 tested, 0.1% active. inhibition, % at 6.6 µM. Broad substrate specificity ATP-binding cassette transporter ABCG2 (Homo sapiens), Q9UNQ0. JC-1 efflux;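 active means inhibition above 80%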;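 further: 0% = DMSO and 100% = nicardipine control wells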
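Read-out basis: Efflux inhibition in percent versus controls | Test system: ABCG2 IgMXP3 and barcoded ABCB1 CCRF-Adr cell mix | Quantity: 3 million cells/mL in well | Schedule: 10 min at 25 °C | Control set: Nicardipine as high control, DMSO as low control | Reagent: JC-1 as fluorescent efflux pump substrate | Signal: Flow cytometry of retained JC-1 fluorescence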
Bim-Bcl-2: inhibitors of Bim-Bcl-2 binding, primary screen, biochemical, multiplexed, human Bcl-2 family; 190,000 tested, 0.06% active; Bead-based flow cytometry, Bim peptide-Bcl-2 binding; Apoptosis regulator Bcl-2 (Homo sapiens), P10415; inhibition, % at 10 µM; in the data active means inhibition above about 40%; inconclusive means no clear call, values can overlap the other calls;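 further: 0% = no compound wells with probe peptide and 100% = reference peptide inhibitor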
RGS4-Gao reg: modulators of RGS4 binding to Galphao, primary screen, biochemical, multiplexed bead flow cytometry | Guanine nucleotide-binding protein G(o) subunit alpha (Homo sapiens), P09471 | actives lie on both sides | binding response (% of control), % at 10 µM | 220,000 tested, 0.33% active | AID 1415, 2008; in the data active means binding response below about 49% or above about 150%; inactive means in between;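 further: fluorescent Galphao activated with aluminum fluoride binding bead-coupled RGS4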
Bim-Bcl-W: inhibitors of Bim binding to Bcl-W, primary screen, biochemical, multiplexed, bead-based flow cytometry; 190,000 tested, 0.02% active; inhibition, % at 10 µM; Bim peptide-Bcl-W binding;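 further: 0% = bound tracer without compound and 100% = peptide blocker; higher means less fluorescent Bim peptide bound to Bcl-W beads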
Bim-Bcl-XL: inhibitors of Bim-Bcl-XL binding, primary screen, biochemical, multiplexed, bead flow cytometry, human Bcl-XL | 190,000 tested, 0.04% active | inhibition, % at 10 µM | AID 1007, 2008 | Bim peptide-Bcl-XL binding, fluorescence | Bcl-2-like protein 1 (Homo sapiens), Q07817
GSH bead fluor: compound fluorescence on glutathione beads, profiling panel, artefact control, biophysical, 488/530 nm, flow cytometry | GSH beads flow cytometry, compound fluorescence 488/530 nm; active compounds read high | AID 1776, 2009 | 190,000 tested, 0.25% active | fluorescence (KMESF) at 10 µM; in the data active means fluorescence above about 89;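 further: glutathione beads carrying GST-tagged Bcl family fusion proteins plus one bare bead set; values are compound well signal with DMSO vehicle wells as background; inactives centre near 16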
Bcl-B Bim block: inhibitors of Bim-Bcl-B binding, primary screen, biochemical, multiplexed, human Bcl-2 family; Bcl-2-like protein 10 (Homo sapiens), Q9HD36; bead-based flow cytometry, Bim peptide-Bcl-B binding; inhibition, % at 10 µM; 190,000 tested, 0.073% active;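 further: 0% = tracer peptide without compound and 100% = reference inhibitor peptide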
ABCB1 block: ABCB1 efflux pump inhibitors, primary screen, cell-based, multiplex, flow cytometry, ABCG2 counter-screen. CCRF-Adr cells, JC-1 efflux. inhibition, % at 6.6 µM. 190,000 tested, 0.067% active. AID 1326, 2008; in the data active means inhibition above about 40%;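 further: 0% = vehicle and 100% = reference inhibitor; higher value means more JC-1 retained so stronger ABCB1 efflux block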
RGS7-Gao: RGS7-Galphao binding modulators, primary screen, biochemical, multiplexed bead flow cytometry; Guanine nucleotide-binding protein G(o) subunit alpha (Homo sapiens), P09471; actives lie on both sides; binding response (% of control), % at 10 µM; 220,000 tested, 0.35% active; in the data active means binding response below about 49% or above about 150%; inconclusive means no clear call, values can overlap the other calls; inactive means in between;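 further: fluorescent Galphao held in activated GDP-AlF4 state binding bead-coupled RGS7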
Bim-Bfl-1: inhibitors of Bim binding to Bfl-1, primary screen, biochemical, multiplexed, bead-based flow cytometry; Bim-Bfl-1 binding inhibition; inhibition, % at 10 µM; 190,000 tested, 0.12% active; Bcl-2-related protein A1 (Homo sapiens), Q16548;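 further: 0% = wells without compound plus tracer and 100% = blocker peptide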
Avidin bead fluor: green autofluorescence of compounds with avidin beads – biophysical, 488/530 nm, flow cytometry, artefact control, profiling panel | compound fluorescence 488/530 nm; active compounds read high | fluorescence (KMESF) at 10 µM | 220,000 tested, 0.38% active; in the data active means fluorescence above about 47; further: inactives centre near 10
Starred values were filed as active, the others as inactive; ? = inconclusive; · = not tested or not shown; & = joins results of further samples. Unless noted, no stated cut-off is given here; in the data, active means inhibition above about 40%.

The opening four entries (preview)
SMILES	ABCG2 inh	Bim-Bcl-2	RGS4-Gao reg	Bim-Bcl-W	Bim-Bcl-XL	GSH bead fluor	Bcl-B Bim block	ABCB1 block	RGS7-Gao	Bim-Bfl-1	Avidin bead fluor
CCOCCCNCc1ccc(OCCC(C)C)c(OC)c1	7	-7	96	-1	-2	16	0	0.8	101	-5	8
COC(=O)c1cc(OC)c(OC)cc1NC(=O)c1cccc(C)c1	4	-1	102	2	-1	11	4	2.1	99	-2	22
C=CCn1cc(C(=O)N2CCN(C)CC2)c(=O)c2cc(S(=O)(=O)N3CCCC3)ccc21	0	-10	111	-5	-7	16	-5	0.3	109	-5	7
S=c1[nH]nc(-c2ccccn2)n1/N=C/c1ccc(Br)s1	-7	-2	99	-6	-8	19	-2	-1.0	104	2	13

Results, repeating the preview:
SMILES	ABCG2 inh	Bim-Bcl-2	RGS4-Gao reg	Bim-Bcl-W	Bim-Bcl-XL	GSH bead fluor	Bcl-B Bim block	ABCB1 block	RGS7-Gao	Bim-Bfl-1	Avidin bead fluor
CCOCCCNCc1ccc(OCCC(C)C)c(OC)c1	7	-7	96	-1	-2	16	0	0.8	101	-5	8
COC(=O)c1cc(OC)c(OC)cc1NC(=O)c1cccc(C)c1	4	-1	102	2	-1	11	4	2.1	99	-2	22
C=CCn1cc(C(=O)N2CCN(C)CC2)c(=O)c2cc(S(=O)(=O)N3CCCC3)ccc21	0	-10	111	-5	-7	16	-5	0.3	109	-5	7
S=c1[nH]nc(-c2ccccn2)n1/N=C/c1ccc(Br)s1	-7	-2	99	-6	-8	19	-2	-1.0	104	2	13
C=CC#CC[N+]1(CC#Cc2ccccc2)CCOCC1	3	12	109	19	39	9	-97	0.3	107	10	3
COc1ccc(C2C(C(=O)c3sc(C)nc3C)=C(O)C(=O)N2CCN(C)C)cc1OC (stereo unspecified)	9	-13	103	0	-5	13	-8	0.4	104	-9	10
CN(c1cccc(NC(=O)c2ccccc2N(C)S(=O)(=O)c2ccccc2)c1)S(C)(=O)=O	-3	-1	101	-1	-4	6	-5	-0.1	103	1	0
COC(=O)C(C(=O)Nc1nc2ccccc2s1)C1CCCC1 (stereo unspecified)	9	0	102	-5	-4	19	-3	0.6	100	-8	10
CN1C(=S)SC(C)(C)C1/[N+]([O-])=C/c1cccnc1 (stereo unspecified)	1	-7	100	8	1	9	-5	0.3	102	-9	9
CN1CCCCCC1C(=O)N1CCC(N2CCC(C(=O)N3CCOCC3)CC2)CC1 (stereo unspecified)	-2	-1	93	-6	-1	20	3	-1.1	97	3	6
Cc1nnc(SCC(=O)NC(=O)NCCC(C)C)s1	0	-4	103	0	-3	16	-2	0.1	101	-6	26
O=C(NC(=S)NC1CCSC1=O)c1ccccc1Cl (stereo unspecified)	0	-3	98	-3	-1	23	-1	0.3	101	-1	31
Cc1ccc(OC(=O)c2ccc(Br)o2)cc1	3	0	95	-1	1	18	1	0.9	90	1	7
O=C(N/N=C/C=C/c1ccccc1[N+](=O)[O-])c1cc(-c2ccccc2)n[nH]1	5	17	99	5	5	12	8	-2.3	98	14	14
CCOc1ccccc1N(CC(=O)NC1CCCC1)C(=O)CCCC(=O)Nc1ccccn1	7	-5	99	1	-5	34	-6	0.3	99	-16	13
CCC1N=C(SC)NC(C)=C1C(=O)c1ccccc1 (stereo unspecified)	0	-3	99	3	-1	12	0	1.1	95	-2	11
CCN(CC)CCNC(=O)COc1ccc(Cl)cc1Cl	0	0	102	2	-2	12	1	0.0	101	0	40
CN(C)CCCN1C(=O)c2cccc3c([N+](=O)[O-])ccc(c23)C1=O	3	4	101	0	0	11	-1	·	97	6	7
Cc1cc(C(=O)NCCc2ccc(S(N)(=O)=O)cc2)no1	4	0	100	-3	-6	10	-2	1.0	99	-5	3
COc1cc(CNc2cccc(F)c2)cc(Br)c1O	-1	-10	101	0	-12	29	-8	-0.4	100	-11	10
O=C(Cn1cc(C(F)(F)F)ccc1=O)N/N=C/c1ccccc1	15	-7	104	-5	-5	17	-8	1.6	?	-10	13
O=S(=O)(CC(CN1CCCCC1)N1CCCCC1)c1ccc2ccccc2c1 (stereo unspecified)	2	-2	84	0	0	26	-4	0.8	86	-7	9
N#CC1=C(N)Oc2cc(O)ccc2C1c1ccccc1 (stereo unspecified)	31	-10	96	0	-4	27	-7	0.8	95	-14	20
O=C1NCCCc2nc(Oc3ccccc3)sc21	4	-1	104	0	1	4	-1	0.5	98	-10	8

Ordered by the number under Avidin bead fluor (lowest first): five of the compounds above
Compound,ABCG2 inh,RGS4-Gao reg,Bim-Bcl-W,Bim-Bcl-XL,GSH bead fluor,Bcl-B Bim block,RGS7-Gao,Bim-Bfl-1,Avidin bead fluor
Cc1cc(C(=O)NCCc2ccc(S(N)(=O)=O)cc2)no1,4,100,-3,-6,10,-2,99,-5,3
O=C1NCCCc2nc(Oc3ccccc3)sc21,4,104,0,1,4,-1,98,-10,8
COc1cc(CNc2cccc(F)c2)cc(Br)c1O,-1,101,0,-12,29,-8,100,-11,10
CCC1N=C(SC)NC(C)=C1C(=O)c1ccccc1 (stereo unspecified),0,99,3,-1,12,0,95,-2,11
CCOc1ccccc1N(CC(=O)NC1CCCC1)C(=O)CCCC(=O)Nc1ccccn1,7,99,1,-5,34,-6,99,-16,13

Some entries already given, showing only ABCG2 inh:
molecule,ABCG2 inh
Cc1cc(C(=O)NCCc2ccc(S(N)(=O)=O)cc2)no1,4
COc1cc(CNc2cccc(F)c2)cc(Br)c1O,-1
O=C(Cn1cc(C(F)(F)F)ccc1=O)N/N=C/c1ccccc1,15
O=S(=O)(CC(CN1CCCCC1)N1CCCCC1)c1ccc2ccccc2c1 (stereo unspecified),2
N#CC1=C(N)Oc2cc(O)ccc2C1c1ccccc1 (stereo unspecified),31

(continued)
SMILES	ABCG2 inh	Bim-Bcl-2	RGS4-Gao reg	Bim-Bcl-W	Bim-Bcl-XL	GSH bead fluor	Bcl-B Bim block	ABCB1 block	RGS7-Gao	Bim-Bfl-1	Avidin bead fluor
Cc1cc([N+](=O)[O-])nn1CC(=O)Nc1ccc(Cl)cn1	2	0	97	1	4	23	3	0.4	100	5	6
CN(C)CC1CCCCC1OC(=O)/C=C/c1ccc(Cl)cc1Cl (stereo unspecified)	2	-3	99	-1	1	8	-3	1.1	101	-5	13
COc1cccc(C2CC(=O)Nc3c2c(=O)[nH]c2ncnn32)c1 (stereo unspecified)	1	-1	104	-1	-3	19	-1	-0.1	98	-5	9
Cc1cc(C)cc(NS(=O)(=O)c2ccc(NC(=S)NC(=O)c3cccs3)cc2)c1	-3	-3	100	5	0	11	4	-0.4	97	-1	15
COc1ccc(NC(=O)/C(=C\c2ccc(OS(=O)(=O)c3ccc(C)cc3)cc2)NC(=O)c2ccccc2)cc1	2	-2	100	-5	-3	14	-5	0.5	96	-3	9
CCn1cc(/C=C(\NC(=O)c2ccc(OC)c(OC)c2)C(=O)NCCCO)c2ccccc21	9	-1	99	-1	1	25	-1	0.3	106	-2	11
CCC(C)(C)NC(=O)C(c1cccs1)N(CC1CCCO1)C(=O)Cn1nnc2ccccc21 (stereo unspecified)	1	-9	100	0	-12	33	-8	1.4	101	-13	10
CCN(CC)c1ccc(NC(=O)c2cc3ccccc3o2)c(C)c1	4	-13	98	-2	-21	29	-10	0.1	101	-16	14
CC(C)(C)NC(=S)NC(=O)C12CC3CCC(CC(C3)C1)C2	6	-6	100	-6	-6	13	-6	0.1	97	0	11
CNC(=O)CSCc1cnn(-c2ccccc2)c1-n1cccc1	5	-2	106	0	-1	11	0	1.6	103	-1	19
Nc1cc2c(cc1[N+](=O)[O-])OCCO2	0	0	99	0	-2	4	-2	-0.2	99	0	10
Cc1ncc([N+](=O)[O-])n1CC(C)O (stereo unspecified)	0&-1	1&-4	96&101	1&0	1&2	63&12	-1&-7	0.0	96&97	0&-3	7&11
CCCCn1c(SCC(=O)N2c3ccccc3CCc3ccccc32)nc2c1c(=O)n(C)c(=O)n2C	2	1	96	1	-1	16	-4	1.9	95	1	7
Cc1cc(=O)[nH]c(-n2[nH]c3c(c2=O)CCCC3)n1	2	-1	101	-1	0	16	1	0.2	100	-1	32
CCCCn1c(=O)c(CCC(=O)OCC(=O)Nc2ccc(C)c(Cl)c2)nc2ccccc21	2	-12	101	-9	-8	20	-14	0.3	95	-17	13
CCOC(=O)c1oc2ccc(CNC3CCCCC3)c(Cl)c2c1C	2	1	97	-1	-3	18	-2	1.3	99	0	7
Cc1cc(N=Cc2c(O)n(-c3cccc(Cl)c3)c(=O)c3ccccc23)no1	-11	4	103	0	0	22	0	5.7	103	0	16
Cc1cc(C)c(C)c(OCC(=O)N2CCOCC2)c1	0	-3	101	0	-1	20	-2	0.7	102	-12	3
COC(=O)C1=C(C(=O)OC)C(c2cc(Cl)ccc2O)c2sc(=O)[nH]c2S1 (stereo unspecified)	2	14	99	18	-1	20	0	0.4	97	26	13
CCN(C(=O)CN1CCN(c2ccc(O)cc2)CC1)c1c(N)n(Cc2ccccc2)c(=O)[nH]c1=O	3	-6	99	1	1	11	-3	0.6	99	-5	9
CCOC(=O)c1c(C)[nH]c(C(=O)OCC(=O)Nc2cc(C)c(Cl)cc2OC)c1C	0	0	100	-2	0	67	-2	0.2	99	-5	7
CCN(CC)S(=O)(=O)c1ccc(C(=O)Nc2nnc(CSC)o2)cc1	10	-7	101	-2	-3	25	-7	0.9	99	-5	5
COc1cccc(NC(=O)CSC2=C(C#N)C(c3ccco3)C3=C(CCCC3=O)N2)c1 (stereo unspecified)	3	-9	102	0	0	29	-4	0.7	101	-11	8
N#Cc1nc(COc2ccc(Cl)cc2Cl)oc1N1CCOCC1	14	-13	103	0	-6	11	-6	1.2	103	-9	10
CCOCC(=O)Nc1ccc(-c2cn3cccnc3n2)cc1	1	-4	103	-1	-2	14	-2	0.2	105	-3	39
Cc1ccc(N2C(=O)N(CC(=O)Nc3ccc(C)cc3C)C(=O)C2C)cc1 (stereo unspecified)	7	1	101	1	-5	9	1	1.3	?	4	11
N/C(=N\OC(=O)COc1ccc(Cl)cc1Cl)c1ccncc1	8	0	110	3	1	27	3	0.8	103	-1	10

The order is random; overall some 1.3% were active at least once.
